# CHT inh – inhibits the human high affinity choline transporter | Q9GZV3 | B-score at 10 µM | CHT-expressing cells, membrane potential dye, choline response; stronger effect = lower value | 0.86% of 310,000 active;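 active = B-score over 3 SD under the library average, and starting fluorescence ratio not unusually high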;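 also: choline stimulus applied at its EC90 after an EC20 pre-addition; B-score computed on integrated fluorescence ratio after choline addition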
# Target sequence (Q9GZV3 whole entry, looked up): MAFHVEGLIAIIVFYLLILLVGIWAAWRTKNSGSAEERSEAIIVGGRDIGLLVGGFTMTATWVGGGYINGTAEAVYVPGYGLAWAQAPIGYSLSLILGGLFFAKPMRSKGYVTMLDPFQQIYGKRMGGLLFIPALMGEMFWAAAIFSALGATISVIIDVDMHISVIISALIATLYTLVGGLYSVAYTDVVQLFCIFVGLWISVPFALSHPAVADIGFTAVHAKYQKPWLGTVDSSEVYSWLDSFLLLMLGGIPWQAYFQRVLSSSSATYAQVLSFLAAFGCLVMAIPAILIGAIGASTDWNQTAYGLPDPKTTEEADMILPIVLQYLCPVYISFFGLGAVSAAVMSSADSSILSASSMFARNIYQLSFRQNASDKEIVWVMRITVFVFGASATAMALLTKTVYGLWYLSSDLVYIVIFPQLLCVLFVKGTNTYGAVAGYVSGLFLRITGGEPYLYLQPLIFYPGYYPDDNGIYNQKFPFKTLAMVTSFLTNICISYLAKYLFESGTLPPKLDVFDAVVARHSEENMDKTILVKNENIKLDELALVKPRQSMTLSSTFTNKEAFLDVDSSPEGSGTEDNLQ
# STK33 kinase inh – inhibitors of human STK33 kinase; purified STK33, MBP phosphorylation, ADP-Glo luminescence; inhibition, % at 10 µM; Q9BYT3; 0.073% of 320,000 active; AID 2661;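 active = inhibition at or above 25%, using the most active replicate where run in duplicate; inactive = inhibition below 25%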
# Target sequence (Q9BYT3 whole entry, looked up): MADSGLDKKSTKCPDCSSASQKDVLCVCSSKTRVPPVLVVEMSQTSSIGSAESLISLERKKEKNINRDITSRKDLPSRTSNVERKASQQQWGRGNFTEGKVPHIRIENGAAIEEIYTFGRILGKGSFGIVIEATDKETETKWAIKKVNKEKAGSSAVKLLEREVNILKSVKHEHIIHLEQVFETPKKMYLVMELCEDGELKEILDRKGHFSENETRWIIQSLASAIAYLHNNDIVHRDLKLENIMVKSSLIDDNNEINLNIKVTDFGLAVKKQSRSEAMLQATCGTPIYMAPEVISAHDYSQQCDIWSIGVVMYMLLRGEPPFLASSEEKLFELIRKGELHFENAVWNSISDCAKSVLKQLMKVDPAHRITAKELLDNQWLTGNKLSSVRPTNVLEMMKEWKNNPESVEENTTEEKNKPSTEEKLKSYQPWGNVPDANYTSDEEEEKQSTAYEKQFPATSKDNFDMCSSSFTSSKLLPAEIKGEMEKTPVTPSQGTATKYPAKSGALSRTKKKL
# CHT allo act – human CHT allosteric activation; AID 488977; CHT-expressing cells, membrane potential dye, choline EC20; stronger effect = higher value; LV-AA mutant CHT in HEK293 cells; 0.49% of 310,000 active; Q9GZV3; B-score at 10 µM;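 active = initial fluorescence not abnormally high and integrated response B-score, plate-corrected, over 3 SD above library mean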
# An asterisk follows results filed as active; i = inactive; · = no result given.
SMILES,CHT inh,STK33 kinase inh,CHT allo act
Cc1cccc(OCC(O)Cn2c(=N)n(Cc3ccccc3)c3ccccc32)c1 (stereo not drawn),-12*,8.7,i
CCC1CCCCN1S(=O)(=O)c1ccc2c(c1)CCN2C(=O)C1CCC1 (stereo not drawn),i,-0.5,i
COc1cccc(NC(=O)c2ccc(NC(C)=O)cc2)c1,i,1.5,i
CC(CCc1ccccc1)NC(=O)CNC(=O)c1ccccc1Br (stereo not drawn),i,-1.3,i
CCOc1ccc(CN(C(=O)/C=C/c2ccco2)C2CCS(=O)(=O)C2)cc1 (stereo not drawn),i,-2.3,i
O=C(c1ccco1)N1CCCC(c2nc3c(nnn3Cc3ccc(F)cc3)c(=O)[nH]2)C1 (stereo not drawn),i,12,i
COc1ccc(C2OC(=O)CC2C(=O)NCc2ccc(F)cc2)cc1OC (stereo not drawn),i,-2.2,i
OCc1c(OCc2cccc(F)c2)ccc2ccccc12,i,·,i
COc1cc(C(=O)OCCn2c(=O)c3c(ncn3CCN(C)C)n(C)c2=O)cc(OC)c1OC,i,-2.3,i
N/C(=N\OC(=O)COc1ccccc1Cl)c1ccccn1,i,-3.4,i
Cc1ccc(-n2[nH]c(C)c(C=Nc3cc(C)ccn3)c2=O)cc1,i,-1.2,i
Cc1ccc(NC(=O)C2c3ccccc3Oc3ccccc32)c(C)c1,i,-2.4,i
C#CCOCCOCCOCCNc1nc(N2CCN(C(=O)Cn3cc(CCCN=C(N)N)nn3)CC2)nc(N2CCN(C(=O)[C@H](CCCCN)n3cc(CCC(=O)O)nn3)CC2)n1,i,-1.0,i
CN(C)C(=O)N1CCN(C(=O)c2ccco2)CC1,i,-0.5,i
Cn1c(O)c(N=NC(=O)C2COc3ccccc3O2)c2ccccc21 (stereo not drawn),i,-1.3,i

# Profiles as entered above. Order of screens: CHT inh | STK33 kinase inh | CHT allo act
# OCc1c(OCc2cccc(F)c2)ccc2ccccc12 as listed: i | · | i
# COc1cccc(NC(=O)c2ccc(NC(C)=O)cc2)c1 as listed: i | 1.5 | i

# The listing picks up, starting 4 compounds before the break.
SMILES,CHT inh,STK33 kinase inh,CHT allo act
Cc1ccc(NC(=O)C2c3ccccc3Oc3ccccc32)c(C)c1,i,-2.4,i
C#CCOCCOCCOCCNc1nc(N2CCN(C(=O)Cn3cc(CCCN=C(N)N)nn3)CC2)nc(N2CCN(C(=O)[C@H](CCCCN)n3cc(CCC(=O)O)nn3)CC2)n1,i,-1.0,i
CN(C)C(=O)N1CCN(C(=O)c2ccco2)CC1,i,-0.5,i
Cn1c(O)c(N=NC(=O)C2COc3ccccc3O2)c2ccccc21 (stereo not drawn),i,-1.3,i
Cc1noc(C)c1CSCC(=O)OCC(=O)Nc1sccc1C#N,i,·,i
NC(CCCCc1ccccc1)c1cccc2ccccc12 (stereo not drawn),i,2.9,11*
Cc1cc(NC(=O)CCC(=O)N(CC(=O)NCC2CCCO2)c2ccc(C(C)C)cc2)no1 (stereo not drawn),i,0.4,i
CC1(OC(=O)C2CCCC2)C(=O)C=C2C=C(c3ccsc3)N(c3ccccc3)C=C2C1=O (stereo not drawn),i,0.2,i
O=C(CS(=O)(=O)c1ccccc1)c1ccc2c(c1)OCCO2,i,-1.1,i
Cc1cccc(NS(=O)(=O)c2nnc(NC(=O)c3ccccc3F)s2)c1,i,-2.1,i
CCc1noc(C)c1C(=O)NCCN1C(=O)S/C(=C\c2ccc(OC)cc2)C1=O,i,-1.5,i
CCn1cc(CNCc2c(C(=O)N3CCCCC3)nc3c(C)cccn23)cn1,i,0.0,i
CCn1cc(C(=O)NCC(=O)OC)c2cc(OC)c(OC)cc2c1=O,i,0.5,i
Cc1cccc(CCNS(=O)(=O)c2ccc3c(c2)NC(=O)CO3)c1,i,·,i
CN(C)[C@@H]1CCC[C@@H]1OC(=O)C(c1ccccc1)c1ccccc1,i,0.0,i
CCCCC1CC1C(=O)Nc1ncc2c(n1)CC(C)(C)CC2=O (stereo not drawn),i,-1.3,i
Cc1ccccc1OCC(O)Cn1c(SC(C)C)nc2c1c(=O)[nH]c(=O)n2C (stereo not drawn),i,-0.1,i
O=C(Cc1cccs1)Nc1ccccc1F,i,-1.0,i
O=c1cc(CN2CCCCC2)nc(C2CC2)[nH]1,i,-0.4,i
COCCOC(=O)c1c(C)oc2ccc(O)c(CN3CCC(C)CC3)c12,i,-1.4,i
COc1ccc(CCNC(=O)[C@H](CC(C)C)NC(=O)N2CCn3c2nc2ccccc23)cc1OC,i,1.7,i
O=C(CCNC(=O)c1ccc(Br)cc1)NCc1ccccc1F,i,-0.4,i
Cc1nc(C)c(-c2ccc(SCc3ccccc3F)nn2)s1,i,-0.6,i
O=C1c2cccnc2C(=O)N1c1cccc(-c2nc3ccccc3o2)c1,i,0.8,i
CCN(Cc1ccc(OC)c(F)c1)C(=O)c1oc2ccccc2c1COC,i,0.4,i
O=c1[nH]nc(N2CCOCC2)c(=O)[nH]1,i,-0.5,i
COc1ccc(CN2CCn3ncc(C(=O)Nc4cccc(C)c4)c3C2=O)cc1,i,0.1,i
CS(=O)(=O)N1CCN(CC(=O)NC2CCCC2)CC1,i,-1.2,i
COC(=O)NC(Nc1sc2c(c1C(N)=O)CCCC2)(C(=O)OC)C(F)(F)F (stereo not drawn),i,-0.2,i
O=C(/C=C/c1ccc(Cl)c([N+](=O)[O-])c1)NCc1cccnc1,i,0.2,i
CCOc1ccc(C(C)(C)C)cc1S(=O)(=O)n1nc(C)cc1C,i,-1.4,i
CCOC(=O)c1nc(Nc2cc(C)cc(C)c2)c2ccccc2n1,i,-2.3,i
CCN1CCN(C(=S)Nc2cccc(C(F)(F)F)c2)CC1,i,0.1,i
COC(=O)C(Cc1ccc(OC(=O)c2ccc(C)cc2)cc1)N1Cc2ccccc2C1=O (stereo not drawn),i,0.7,i

# The final 2 entries of the section above open the next one:
SMILES,CHT inh,STK33 kinase inh,CHT allo act
CCN1CCN(C(=S)Nc2cccc(C(F)(F)F)c2)CC1,i,0.1,i
COC(=O)C(Cc1ccc(OC(=O)c2ccc(C)cc2)cc1)N1Cc2ccccc2C1=O (stereo not drawn),i,0.7,i
COc1cc(/C=N/n2c(-c3ccccc3)n[nH]c2=S)ccc1O,i,46*,i
Cc1cc(C)c(C(=O)N2CCCC(Nc3ccc(C)c(C)c3)C2)o1 (stereo not drawn),i,-0.3,i
Cc1cnc(C(=O)Nc2ccc(F)cc2)cn1,i,-0.2,i
CCc1c(C)c2cc(Cl)c(O)c(CN3CCCCC3)c2oc1=O,i,0.3,i
O=c1c(C=NCc2ccccc2)c(NCc2ccccc2)nc2ccccn12,i,-2.3,i
CCOC(=O)C(C)Sc1nnc(-c2ccccc2O)n1Cc1ccccc1 (stereo not drawn),i,1.0,i
O=C1CN(C(=O)c2ccccc2F)C(c2ccc(F)cc2)c2cc(Br)ccc2N1 (stereo not drawn),i,-1.3,i
O=C(Cc1ccccc1Cl)Nc1cccnc1,i,-0.5,i
COc1ccc(-n2ncc3c2CC(C)(C)CC3NC(=O)CCN2CCCC2=O)cc1 (stereo not drawn),i,-0.5,i
Clc1ccc(OCCn2ccnc2)c(Cl)c1,i,-1.2,i
O=C(CC1CCS(=O)(=O)C1)NC1CCCCC1 (stereo not drawn),i,0.0,i
Cc1cc2cc(CNC(=O)c3ccc4c(c3)OCO4)ccc2[nH]1,i,1.7,i
COc1ccc(NS(=O)(=O)c2ccc(NC(=O)CCNS(=O)(=O)c3ccc(C)cc3)cc2)cc1,i,·,i
O=c1cc(CN2CCN(CCO)CC2)c2cc3c(cc2o1)CCC3,i,-0.1,i
Cc1cc(C)cc(C(=O)NCC(=O)OCc2c(C)noc2C)c1,i,-2.2,i
CC1CCN(c2ccc(C(F)(F)F)cc2N)CC1,i,-2.2,i
COC(=O)/C(C#N)=C/c1c(Oc2cc(C)cc(C)c2)nc2c(C)cccn2c1=O,i,-1.3,i
CC(NC(=O)C(C)(C)C)C(c1cccs1)N1CCN(Cc2ccccc2)CC1 (stereo not drawn),i,-1.5,i
COc1ccc(CCNS(=O)(=O)CCNC(=O)c2ccc3c(c2)OCO3)cc1OC,i,-0.6,i
O=C1OC(/C(=C\Nc2cc(Cl)ccc2O)[N+](=O)[O-])c2ccccc21 (stereo not drawn),i,0.1,i
Cn1nnnc1SCc1ccc(Cl)cc1,i,-1.4,i
COc1cc(C(C[N+](=O)[O-])c2c(C)cc3ccccn23)ccc1O (stereo not drawn),i,0.3,i
Cc1ccccc1OCC(O)Cn1c(NCc2ccccc2)nc2c1c(=O)[nH]c(=O)n2C (stereo not drawn),i,-1.6,i
Cc1no[n+]([O-])c1COc1ccccc1/C=N/n1nnnc1N,i,-2.2,i
CNC(=O)c1c(N)sc2c1CCCCC2,i,-0.6,i
COc1ccc(N2CCN(C(=O)COC(=O)CCOc3ccc(C)cc3)CC2)cc1,i,-0.2,i
COc1cc(NC(=O)NCC2CCN(Cc3ccccc3Cl)CC2)cc(OC)c1OC,i,-0.5,i
CCCCOc1ccccc1NC(=O)C=C(C)C,i,-1.4,i
COc1cccc(N(CC(=O)Nc2cccc(C(C)=O)c2)S(C)(=O)=O)c1,i,0.7,i
Cc1cc(C(=O)Nc2ccc(C)c(C)c2)n(-c2ccccc2)n1,i,-2.5,i

# Among those listed so far, 3 have bromine.
SMILES,CHT inh,STK33 kinase inh,CHT allo act
CC(CCc1ccccc1)NC(=O)CNC(=O)c1ccccc1Br (stereo not drawn),i,-1.3,i
O=C(CCNC(=O)c1ccc(Br)cc1)NCc1ccccc1F,i,-0.4,i
O=C1CN(C(=O)c2ccccc2F)C(c2ccc(F)cc2)c2cc(Br)ccc2N1 (stereo not drawn),i,-1.3,i

# The listing continues.
SMILES,CHT inh,STK33 kinase inh,CHT allo act
COC(=O)c1ccc(CNC(=O)CCc2c[nH]c3ccccc23)cc1,i,-2.3,i
O=C(CCC(=O)c1ccc[nH]1)c1ccc(Cl)cc1,i,-2.4,i
COc1cc(NC(=S)NCCSc2ccc(C)cc2)cc(OC)c1,i,-1.3,i
Cc1ccc(Cc2nnc(SCC(=O)Nc3ccccc3Cl)[nH]c2=O)cc1,i,-0.6,i
COc1ccc(NC(=S)NCCCN2CCCC2=O)c(OC)c1,i,-0.1,i
CCOC(=O)Cn1cc(/C=N/NC(=O)c2cc3ccccc3o2)c2ccccc21,i,0.0,i
COc1cccc(NC(=O)CSc2nc3scc(C)c3c(=O)[nH]2)c1,i,-1.2,i
O=C(/C=C/c1ccc[nH]1)c1ccc(F)cc1,i,3.9,i
CCOC(=O)c1cccc(NC(=O)c2ccc(F)cc2F)c1,i,2.3,i
O=C(CN1C(=O)CSC1=O)N1CCc2ccccc2C1,i,-1.7,i
CN(C)c1ccc(/C=N/N=C2/SC(CC(=O)O)C(=O)N2c2ccc(O)cc2)cc1 (stereo not drawn),i,-2.0,i
CCOc1nc(C)ccc1-c1noc(-c2cccnc2)n1,i,0.1,i
CC(=O)Nc1cccc(/C(C)=N/NC(=O)c2ccc3c(c2)OCO3)c1,i,2.7,i
O=C(Nc1ccc(S(=O)(=O)N2CCCCC2)cc1)c1cnccn1,i,-1.3,i
COc1ccc(NS(=O)(=O)c2cccc(C(=O)NCc3cccnc3)c2)cc1,i,-0.8,i
Cc1ccccc1/C=C/C12NC(=O)CN1c1ccccc1C2(C)C (stereo not drawn),i,-0.5,i
COc1ccc([N+](=O)[O-])cc1NC(=O)C(C)c1ccccc1 (stereo not drawn),i,-0.8,i
Cn1c(C(=O)N2CCC(C(=O)NCc3ccccc3)CC2)cc2sccc21,i,0.0,i
Cc1ccc(OCC(=O)N2CCCCCCC2)cc1,i,-0.5,i
COc1cc2ncnc(NCCCN3CCOCC3)c2cc1OC,i,0.4,i
COc1ccc(NC(=O)CN2C(=O)c3cccc4cccc2c34)c(OC)c1,i,-0.7,i
CCCOC(=O)c1ccc(NC(=O)c2cc(OC)c(OC)c(OC)c2Br)cc1,i,-0.6,i
COc1cc(C(=O)N2CCN(C(=O)c3ccco3)CC2)cc(OC)c1OC,i,-2.0,i
Nc1ncnc(Nc2cc(C(F)(F)F)cc(C(F)(F)F)c2)n1,i,-0.4,i
O=C1CSC(=S)N1/N=C/c1ccc(Cl)c([N+](=O)[O-])c1,i,-1.5,i
CCOc1ccc(Br)cc1S(=O)(=O)NCCN1CCCC1,i,-0.9,i
CC(NC(=O)c1cccc(S(=O)(=O)N2CCN(C)CC2)c1)C1CC2CCC1C2 (stereo not drawn),-5.4*,-1.0,i
COCCC(=O)N1CCCC(CCC(=O)NCc2ccc(F)c(F)c2)C1 (stereo not drawn),i,-1.4,i
Cc1cccc(OCc2nnc(N)s2)c1C,i,-1.5,i
CCOC(=O)c1ccc(-n2c(CC)nc3ccccc3c2=O)cc1,i,·,i
Cc1nc(S(=O)(=O)c2ccc(Cl)cc2Cl)nc2c1CCC2,i,1.2,i
Cc1oc2ccc(NS(=O)(=O)c3ccccc3)cc2c1C(=O)Nc1ccccc1,i,-1.7,i
Cc1cccc(CC(C)NC(=O)CCc2nnc(-c3ccccc3)o2)n1 (stereo not drawn),i,-0.4,i
O=S1(=O)CC/C(=N/Nc2ccccn2)c2cc(F)ccc21,i,4.4,i
Cc1ccc(S(=O)(=O)N2CCCC(C(=O)NC3=NCCS3)C2)cc1 (stereo not drawn),i,-0.8,i
O=S(=O)(c1cccc2cccnc12)N(CCO)CCO,i,-0.3,i
O=C(NCc1ccc(Cl)cc1)C1CCCN(c2cnccn2)C1 (stereo not drawn),i,-0.3,i
C/C=C\C=C/C(=O)Nc1cccc(C2=NOC3(C2)C[C@@H](C(N)=O)N(C(=O)C2(C)CC2)C3)c1 (stereo partly drawn),i,-0.3,i
